UPR CHOP act: activators of apoptotic arm of unfolded protein response (CHOP); CHO-CHOP luciferase reporter, UPR activation, luminescence; percent of tunicamycin response over DMSO baseline; 0.34% of 330,000 active; AID 449763; activation, % at 10 µM;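 active means at 10 µM dose, activation of 40% or more, normalized to positive control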;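 further: 100% = tunicamycin at 10 µg/mL and 0% = DMSO alone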
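measured by = luciferase luminescence | assay system = CHO-CHOP cells, stable luciferase reporter of PERK-eIF2a-CHOP signalling | amount = 500 reporter cells seeded per well | timing = 6 h compound exposure at 37 °C after overnight seeding | controls = positive tunicamycin 10 µg/mL, negative DMSO alone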
tim23-1 inh: growth inhibitors of tim23-1 mutant yeast; AID 463212; S. cerevisiae tim23-1 growth, BacTiter-Glo luminescence, 24 h; 1.3% of 330,000 active; inhibition, % at 20 µM;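 active means growth inhibition of the mutant yeast at or above 50%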;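 further: temperature-sensitive mutant grown at 25 °C; plate controls were DMSO-treated mutant yeast for no effect and medium wells lacking yeast for full effect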
697 NFkB inh: inhibitors of the PMA/ionomycin-induced NF-kB reporter in 697 B cells; 697 B-cell NF-kB luciferase reporter, 16 h; inhibition, % at 4 µM; 0.33% of 330,000 active; AID 435022; in the data active means inhibition above about 35%
tim10-1 inh: tim10-1 yeast growth inhibition; S. cerevisiae tim10-1 ts strain growth, BacTiter-Glo, 24 h; inhibition, % at 20 µM; 2.2% of 330,000 active; AID 463190;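 active means inhibition of at least 40%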;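 further: mutant grown at 25 °C; 0% = DMSO wells with yeast and 100% = wells holding no yeast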
Mdm2-MdmX inh: disrupts the human Mdm2-MdmX interaction | O15151+Q00987 | SaOS-2 split-luciferase Mdm2/MdmX complementation, luminescence | inhibition, % at 8 µM | 3% of 330,000 active | AID 485346;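 active means inhibition of at least 50% at 8 µM in the primary screen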
Target sequence (O15151 whole entry, looked up): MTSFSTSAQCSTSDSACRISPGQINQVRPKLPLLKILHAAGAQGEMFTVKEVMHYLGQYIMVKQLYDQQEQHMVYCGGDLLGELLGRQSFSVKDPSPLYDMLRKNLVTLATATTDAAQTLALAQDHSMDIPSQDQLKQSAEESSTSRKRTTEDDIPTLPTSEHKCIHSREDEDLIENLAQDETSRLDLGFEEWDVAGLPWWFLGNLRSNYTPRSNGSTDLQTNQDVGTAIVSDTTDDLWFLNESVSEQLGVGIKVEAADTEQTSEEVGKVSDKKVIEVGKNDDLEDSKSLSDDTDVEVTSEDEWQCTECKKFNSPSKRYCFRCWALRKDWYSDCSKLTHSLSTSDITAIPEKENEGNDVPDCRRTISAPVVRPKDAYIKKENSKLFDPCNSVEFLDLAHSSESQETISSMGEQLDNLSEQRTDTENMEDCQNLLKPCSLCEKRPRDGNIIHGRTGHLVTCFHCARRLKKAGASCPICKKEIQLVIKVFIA
Target sequence (Q00987 whole entry, looked up): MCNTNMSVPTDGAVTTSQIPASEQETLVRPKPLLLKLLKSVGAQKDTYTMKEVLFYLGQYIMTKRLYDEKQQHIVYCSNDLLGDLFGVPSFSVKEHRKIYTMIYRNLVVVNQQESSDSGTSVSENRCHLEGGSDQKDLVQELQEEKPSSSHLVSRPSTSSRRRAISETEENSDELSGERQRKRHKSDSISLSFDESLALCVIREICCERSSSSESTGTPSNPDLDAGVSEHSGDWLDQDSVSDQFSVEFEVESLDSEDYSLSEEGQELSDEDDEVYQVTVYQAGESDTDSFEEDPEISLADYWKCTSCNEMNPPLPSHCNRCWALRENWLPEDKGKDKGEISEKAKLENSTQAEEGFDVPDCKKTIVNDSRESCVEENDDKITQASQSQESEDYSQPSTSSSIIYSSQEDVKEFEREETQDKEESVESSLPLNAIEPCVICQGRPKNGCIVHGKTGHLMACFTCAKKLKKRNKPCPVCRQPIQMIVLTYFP
Jurkat NFkB inh: lowers PMA/ionomycin-induced NF-kB signal in Jurkat cells. PMA/ionomycin-induced NF-kB luciferase reporter, luminescence. inhibition, % at 4 µM. 0.53% of 330,000 active. AID 435003; in the data active means inhibition above about 50%
UPR XBP1 act: activators of adaptive arm of unfolded protein response (XBP1) | CHO-XBP1 luciferase reporter, IRE1-XBP1 UPR activation, luminescence; percent of tunicamycin response, DMSO as zero | 0.33% of 330,000 active | activation, % at 20 µM;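 active means versus positive control, 20 µM dose yields 30% or more activation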;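 further: 100% = tunicamycin at 10 µg/mL and 0% = DMSO only wells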
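Signal: luciferase luminescence; Assay system: CHO-XBP1 luciferase reporter cells; Amount: one thousand reporter cells per well; Dosing: 20 µM single concentration, DMSO 1%; Benchmarks: high control tunicamycin 10 µg/mL final, low control DMSO vehicle only; Schedule: 6 h compound exposure at 37 °C, 5% CO2; Evaluation: percent activation relative to tunicamycin reference.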
TIM10 inh: TIM10 yeast growth inhibition | S. cerevisiae TIM10 strain growth, BacTiter-Glo luminescence, 24 h | inhibition, % at 10 µM | 1.4% of 330,000 active;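 active means inhibition of 40% or more at the single tested concentration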;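 further: wild-type TIM10 isogenic control strain grown at permissive 25 °C; 0% = DMSO yeast wells and 100% = minimal medium wells without yeast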
* hit, by the source's call. An unsorted share of the library; about 6.6% have a hit in one of these screens.

SMILES	UPR CHOP act	tim23-1 inh	697 NFkB inh	tim10-1 inh	Mdm2-MdmX inh	Jurkat NFkB inh	UPR XBP1 act	TIM10 inh
NC(=O)CSc1nnc(COc2ccccc2)n1Cc1ccco1	-1.2	-3	0	-11	-1	-9	0	-20
CCN1CCN(CC(=O)N2N=C(c3cccs3)CC2c2ccc(OC)c(OC)c2)C(=O)C1=O (stereo unspecified)	-1.3	14	-28	16	-16	-11	1	12
COc1ccc(Oc2nc(-c3cccnc3)nc3ccccc23)cc1	2.8	47	-3	9	15	-4	6	-8
COc1cc(NC(C(=O)Nc2cccc(C(C)=O)c2)c2ccccc2)cc(OC)c1OC (stereo unspecified)	5.4	25	-55	5	31	25	-2	14
O=C(Nc1cccc(-c2cccc(Cl)c2)c1)C1CCN(C2CCC2)CC1	1.7	-1	6	36	63*	0	-1	-26
COc1ccc(NC(=O)C2=C(C)NC(=O)NC2c2cccs2)c(OC)c1 (stereo unspecified)	3.6	-9	16	11	14	2	1	-2
Cc1ccc(NS(=O)(=O)c2ccc(C(=O)N3CCN(S(=O)(=O)c4ccccc4)CC3)cc2)cc1	3.0	21	-5	8	40	12	-4	2
CCNC(=O)CC1SC(=Nc2ccc(Cl)cc2)N(CC)C1=O (stereo unspecified)	0.4	10	10	17	0	9	4	14
O=C(NNS(=O)(=O)c1ccc(CCCl)cc1)C(O)(c1ccccc1)c1ccccc1	1.9	12	-9	9	1	-3	3	1
O=C(N/N=C\c1ccc(S(=O)(=O)O)o1)c1ccc2c(c1)OCO2	2.4	7	13	3	26	9	2	-6
COc1cc(Cl)ccc1OCc1cc(C(=O)N2CCCCCC2)no1	2.4	25	-6	36	-2	-8	0	-1
CCCNC(=O)c1ccc2c(=O)n(Cc3ccco3)c(=S)[nH]c2c1	2.3	-9	5	0	2	14	-2	11
Cc1ccc(NC(=S)Nc2cccc3cnccc23)cc1C	3.0	-12	-42	14	5	-24	0	-5
O=C(COC(=O)c1ccc[nH]c1=O)NC1CCCCCCC1	0.5	4	3	6	11	-4	-1	9
O=C(NCc1ccco1)C1CC(c2c(Cl)cccc2Cl)=NO1 (stereo unspecified)	2.5	24	1	18	2	10	0	12
Cc1cnc(NC(=O)Nc2ccc(OCc3ccccc3)cc2)c(Br)c1	0.2	-4	-30	-8	-14	-24	1	6
CNC[C@H](CC1CCCCC1)NC[C@H](CO)NCCc1cccc(C(F)(F)F)c1	5.2	-17	2	-3	99*	30	13	5
CSC[C@H](NC(=O)COc1cc2c(c3oc(=O)cc(C)c13)CCC(C)(C)O2)C(=O)O	0.5	19	-3	11	-3	-13	0	-2
COc1ccccc1CNC(=O)CN1C(=O)NC2(CCOc3ccccc32)C1=O (stereo unspecified)	0.2	0	20	-1	15	-9	0	1
O=S(=O)(Nc1ccc(Cl)cc1)c1cccc2nsnc12	-2.4	7	4	0	2	-3	-7	2
CC(O)CNc1nc2c(c(=O)n(Cc3ccc(Cl)cc3)c(=O)n2C)n1C (stereo unspecified)	1.0	10	-13	2	-5	6	-5	-4
COc1ccc(CNS(=O)(=O)c2c(C)[nH]c(C)c2C(=O)N2CCCC2)cc1	-0.5	6	-7	20	2	0	-1	23
Cc1ccc(S(=O)(=O)N2CCCCC2)cc1C(=O)NC1CC(C)(C)NC(C)(C)C1	-0.4	2	-3	8	24	15	0	-4
CCN(C(=O)CN1CCCCCC1)c1c(N)n(Cc2ccccc2)c(=O)[nH]c1=O	0.2	8	-1	12	-7	-13	3	1
COc1cccc(Oc2ccc(S(=O)(=O)N3CCCC3)cc2[N+](=O)[O-])c1	1.0	26	-12	19	7	-21	-2	11
CCOc1ccc(NC(=O)Cc2ccc(NC3=NC4CS(=O)(=O)CC4S3)cc2)cc1 (stereo unspecified)	0.1	12	12	9	-2	10	0	-6
COc1ccc(C(=O)NNC(=O)C23CC4CC(CC(C4)C2)C3)c(OC)c1	4.5	19	6	6	-28	-1	5	11
COc1cc(/C=C(\C#N)c2ccccn2)ccc1OCc1ccc(Cl)cc1	2.2	17	9	-9	4	-33	0	4
Cc1cccnc1NC(=S)NCCc1ccccc1	2.9	34	-44	-3	-26	-26	1	9
CNC(=O)c1cccc(NC(=O)c2ccccc2OCc2ccccc2)c1	-0.3	-8	-5	-9	47	-14	-2	-10
CCN(c1ccc(C)cc1C)S(=O)(=O)c1nnc(NC(=O)C(C)C)s1	1.5	7	-3	14	12	8	4	-2
O=C(Nc1ccc(Cl)cc1Cl)N1CCN(c2ncccn2)CC1	0.6	-3	-1	3	8	-11	2	2
O=C(CSc1ncnc2ccccc12)NC1CCS(=O)(=O)C1 (stereo unspecified)	-0.3	-4	4	-9	9	3	-3	-7
Cc1ccccc1Nc1c(-c2ccccc2)nc2ncccn12	-0.1	8	12	21	7	5	0	13
Cc1ccccc1N(CC(=O)NCCSCc1ccco1)S(C)(=O)=O	-0.3	-3	-16	9	-11	11	-4	-5
O=C(Cc1ccccc1[N+](=O)[O-])N1CCc2ccccc2C1	2.3	13	5	18	-6	-29	2	1
CC1=C(C(=O)Nc2ccccc2C)C2(CCCC2)C(C(N)=O)C(=O)N1 (stereo unspecified)	-0.7	-11	18	4	18	2	0	5
CC1CCCCC1N1CN=C(Nc2nc3ccccc3s2)NC1 (stereo unspecified)	46*	5	-13	9	4	0	90*	5
O=C(c1ccc([N+](=O)[O-])cc1)N(Cc1ccc(Cl)cc1Cl)N1C(=O)CCCC1=O	0.9	21	9	25	-7	-24	0	9
CC1(C2CC2)NC(=O)N(CC(=O)Nc2ccccc2F)C1=O (stereo unspecified)	1.5	-2	4	-14	-13	-3	-3	3
CCN1CCN(C(c2cccs2)C(C)NS(=O)(=O)c2ccc(F)cc2)CC1 (stereo unspecified)	-0.3	-4	-7	-9	15	-11	-4	0
CCOc1cc(C(=O)N2CCN(C/C=C/c3ccccc3)CC2)cc(OCC)c1OCC	-1.1	2	0	13	27	11	0	3
CC(C)P(=O)(c1cccc(C(=O)O)c1)C(C)C	-1.1	-6	-4	-8	13	6	-2	6
COc1ccccc1NS(=O)(=O)c1ccc2c(c1)N(C(C)=O)CC(C)S2 (stereo unspecified)	-1.0	13	6	20	1	-7	-5	14
CCCN1CCN(CCCNC(=O)C2CCCN(c3nnc(-n4cccc4)s3)C2)CC1 (stereo unspecified)	0.7	-8	16	-9	4	18	0	-9
CCOC(=O)N1CCN(C(=O)CSc2ccc(C(=O)OC)cc2[N+](=O)[O-])CC1	0.7	20	21	16	5	11	0	1
Cc1ccc2[nH]cc(S(=O)(=O)c3ccc(C)c(C)c3)c(=O)c2c1	0.5	5	-1	-8	-8	9	0	5
O=C(Cc1c[nH]c2ccccc12)OCC(=O)c1ccccc1	-2.0	13	2	14	6	3	0	9
CCOc1ccc2nc(NC(=O)Cc3cccs3)sc2c1	2.0	42	-57	33	-18	-60	4	2
CCCCn1nc(C(=O)N2CCc3ccccc32)c2ccccc2c1=O	-1.3	40	6	28	30	3	0	18
Cc1cc[n+]2n1CC(O)C2 (stereo unspecified)	-1.4	9	-7	-7	0	-3	-5	9
Nc1ccc2oc(-c3ccccc3Cl)cc(=O)c2c1O	5.0	38	-56	40	-56	-22	10	21
CCOC(=O)COc1c(Cl)cc(/C=C2\N=C(C)OC2=O)cc1OC	-1.5	1	8	5	-1	4	-2	4
CCC(=O)NCCCCNC(=O)CC	-0.6	7	4	3	-5	2	0	7
Cc1ccsc1C1C(C(=O)O)c2ccccc2C(=O)N1C (stereo unspecified)	-0.9	9	11	9	4	-4	-1	-7
CCn1c(COc2ccccc2C)nnc1SCC(=O)Nc1cc(C)on1	-0.8	-30	13	4	7	-9	-1	-25
CCCNC(=O)CSc1nc(-c2cccs2)cc(C(F)(F)F)n1	1.7	17	-35	15	21	2	-1	4
COc1ccc(/C=C(\NC(=O)c2ccc(C)cc2)C(=O)NCCCn2ccnc2)cc1OC	-0.8	5	13	10	9	-18	-3	-13
CCCC(C(=O)NNC(=O)c1cc(C)oc1C)c1ccccc1 (stereo unspecified)	-1.8	-5	-9	-14	-2	8	-3	-5
CCCCCCC(C)NC(=S)Nc1cc(S(=O)(=O)N(C)C)ccc1C (stereo unspecified)	5.2	4	-41	41*	-3	-12	-1	11

Arranged by formula weight (ascending): 7 of the compounds above.
SMILES	UPR CHOP act	tim23-1 inh	697 NFkB inh	tim10-1 inh	Mdm2-MdmX inh	Jurkat NFkB inh	UPR XBP1 act	TIM10 inh
O=C(Cc1c[nH]c2ccccc12)OCC(=O)c1ccccc1	-2.0	13	2	14	6	3	0	9
CCCCn1nc(C(=O)N2CCc3ccccc32)c2ccccc2c1=O	-1.3	40	6	28	30	3	0	18
CCOC(=O)COc1c(Cl)cc(/C=C2\N=C(C)OC2=O)cc1OC	-1.5	1	8	5	-1	4	-2	4
CCCNC(=O)CSc1nc(-c2cccs2)cc(C(F)(F)F)n1	1.7	17	-35	15	21	2	-1	4
CCCCCCC(C)NC(=S)Nc1cc(S(=O)(=O)N(C)C)ccc1C (stereo unspecified)	5.2	4	-41	41*	-3	-12	-1	11
CCOC(=O)N1CCN(C(=O)CSc2ccc(C(=O)OC)cc2[N+](=O)[O-])CC1	0.7	20	21	16	5	11	0	1
COc1ccc(/C=C(\NC(=O)c2ccc(C)cc2)C(=O)NCCCn2ccnc2)cc1OC	-0.8	5	13	10	9	-18	-3	-13

Continued:
SMILES	UPR CHOP act	tim23-1 inh	697 NFkB inh	tim10-1 inh	Mdm2-MdmX inh	Jurkat NFkB inh	UPR XBP1 act	TIM10 inh
COc1ccc(-c2noc(CCC(=O)NCCN(C)Cc3ccccc3)n2)cc1	1.7	15	4	1	-4	25	-2	7
CN(Cc1cccc(Cl)c1)C(=O)C1CCC(=O)N(C2CC2)C1 (stereo unspecified)	1.4	-6	8	14	10	-3	0	5
O=C(COc1ccc(Cl)cc1)N(Cc1ccccc1)c1nc(-c2ccccc2)cs1	3.0	-2	7	11	16	-9	6	1
Nc1c(N(CCC2=CCCCC2)C(=O)Cc2ccccc2F)c(=O)[nH]c(=O)n1Cc1ccccc1	-1.1	8	27	6	9	2	-2	12
CN(C(=O)C1CCOC1)c1nnc(-c2ccccn2)s1 (stereo unspecified)	3.6	2	-45	0	-6	-6	-2	4
CCOc1ccccc1C(=O)Nc1ccccc1C(N)=O	-2.7	8	12	4	1	-5	-1	9
CCC(=O)N1CC2(CC(c3cccc(NC(=O)COc4ccc(Cl)cc4)c3)=NO2)C[C@@H]1C(N)=O (stereo partly specified)	1.0	-4	0	-1	0	-5	0	-4
O=C1CCC(O)CCN1CCSc1ccccc1 (stereo unspecified)	0.2	9	-24	6	-29	-31	0	16
CCOC(=O)c1cc(-c2ccccc2)sc1NC(=O)CCN1C(=O)c2ccccc2C1=O	0.5	-4	4	10	-16	-17	-1	-16
O=C(c1ccco1)N1CCc2[nH]nc(-c3ccc(Cl)cc3)c2C1	3.0	12	-8	34	19	-9	6	-35
FC(F)(F)c1ccc(-c2csc(-c3ccno3)n2)cc1	5.3	16	-15	23	6	-17	1	23
Cc1ccc(-c2noc(CCC(=O)NCCN3CCc4ccccc4C3)n2)cc1	0.2	-4	5	-2	12	-17	-1	-10
COc1ccc(N(CC(=O)NC2CCCC2)C(=O)Cn2nnc(-c3ccc(OC)c(OC)c3)n2)c(OC)c1	-1.6	10	-8	-19	5	14	-2	17
COc1ccc(-c2nn(-c3ccccc3)cc2/C=C2/SC(=S)N(CCC(=O)O)C2=O)c(C)c1	2.5	27	-19	7	13	-13	-5	6
N/C(=N/OC(=O)c1ccccc1F)c1nonc1N	3.9	23	-13	13	-17	-17	0	21
O=C(O)c1cnn(-c2nc(-c3ccc(Br)cc3)cs2)c1C(F)(F)F	4.7	15	-60	12	-27	-33	5	18

Assay outcomes as filed in PubChem BioAssay.
